KLK5 inh – human KLK5 protease inhibitors, primary screen, biochemical, 1536-well | recombinant hK5, fluorogenic AMC substrate cleavage | inhibition, % at 5 µM | Kallikrein-5 (Homo sapiens), Q9Y337 | 0.59% of 210,000 active;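 active means inhibition of 40% or more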;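 further: 0% = enzyme controls without compound and 100% = no-enzyme blanks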
Target sequence (Q9Y337 67-293 limits assumed): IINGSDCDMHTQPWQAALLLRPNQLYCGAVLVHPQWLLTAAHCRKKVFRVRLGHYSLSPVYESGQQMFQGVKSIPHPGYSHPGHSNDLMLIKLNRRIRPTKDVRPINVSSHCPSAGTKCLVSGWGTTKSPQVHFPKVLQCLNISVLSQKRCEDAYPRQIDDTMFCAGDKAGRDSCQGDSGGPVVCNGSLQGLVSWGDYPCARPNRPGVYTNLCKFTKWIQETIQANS
FXIa inh – human FXIa protease inhibitors, primary screen, biochemical, 1536-well; Coagulation factor XI (Homo sapiens), P03951; purified FXIa, Boc-Glu-Ala-Arg-AMC fluorogenic substrate; inhibition, % at 5 µM; 0.14% of 220,000 active; AID 798, 2007;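 active means inhibition of at least 40%; inactive means inhibition below 40%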;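 further: fluorescence of freed AMC excited at 355 nm; 0% = enzyme without compound and 100% = no enzyme blank; many of its hits are not listed in these tables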
Wee1 stabilizer – Wee1 degradation inhibitors, primary screen, cell-based, HeLa, Wee1K328M-luciferase, luminescence. 1.2% of 220,000 active. AID 1321, 2008. HeLa Luc-Wee1K328M stability; 100% = proteasome inhibitor MG132 effect. reporter increase, % at 5 µM. Wee1-like protein kinase (Homo sapiens), P30291;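 active means activation above the mean of all tested compounds plus 3 SD, set per screening run, cut at about 8.8% in these data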;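 further: cells exposed to compound for 20 h before luminescence read; 0% = DMSO alone and 100% = MG132 at 30 µM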
p97 ATPase inh – inhibitors of human p97 ATPase, primary screen, biochemical; Transitional endoplasmic reticulum ATPase (Homo sapiens), P55072; recombinant p97 ATPase, Kinase-Glo ATP luminescence, 3 h; inhibition, % at 8 µM; 0.42% of 220,000 active; in the data active means inhibition above about 15%;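 further: 0% = DMSO vehicle and 100% = wells lacking enzyme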
eIF4E 4G PPI – eIF4E–eIF4G protein interaction inhibitors, primary screen, biochemical, uHTS, TR-FRET, eIF4GI fragment. Eukaryotic translation initiation factor 4E (Mus musculus) + Eukaryotic translation …. TR-FRET eIF4E-eIF4GI(517-606) binding, 2 h. inhibition, % at 21.7 µM. 0.37% of 220,000 active;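 active means inhibition above about 30%, limit read from the data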;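 further: 0% = full FRET control wells and 100% = background wells lacking eIF4GI fragment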
14-3-3 Bad PPI – inhibitors of 14-3-3 zeta/Bad binding, primary screen, biochemical, TR-FRET, bovine 14-3-3 zeta; 14-3-3 protein zeta/delta (Bos taurus), P63103; TR-FRET 14-3-3zeta/Dy647-pBad peptide displacement, 1 h; inhibition, % at 21.7 µM; 0.71% of 220,000 active;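 active means inhibition above about 70%, limit read from the data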;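 further: 0% = full 14-3-3 plus peptide FRET controls and 100% = background without 14-3-3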
Target sequence (P63103 whole entry, looked up): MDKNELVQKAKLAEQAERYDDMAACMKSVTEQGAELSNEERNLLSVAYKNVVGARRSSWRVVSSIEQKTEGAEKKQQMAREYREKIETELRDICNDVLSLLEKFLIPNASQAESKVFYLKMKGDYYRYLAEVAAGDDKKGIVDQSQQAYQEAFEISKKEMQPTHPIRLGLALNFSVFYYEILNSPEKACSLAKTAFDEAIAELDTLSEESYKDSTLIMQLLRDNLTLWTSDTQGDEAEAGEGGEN
MDM2 E3 inh – MDM2-luciferase reporter signal enhancers, primary screen, MDM2 E3 ligase inhibitor project, cell-based, luminescence, 1536-well. E3 ubiquitin-protein ligase Mdm2 (Homo sapiens), Q00987. cell-based MDM2 ubiquitination luciferase reporter, 2 h; 0 = plate control, 100 = twice control, blank-subtracted. signal enhancement, % at 5 µM. 0.11% of 210,000 active;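 active means signal enhancement of 30% or more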;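 further: luminescence tracks abundance of the self-degrading MDM2-luciferase fusion protein; higher signal means inhibition of MDM2 E3 ligase activity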
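Material: stable MDM2–luciferase fusion reporter cells / Quantity: 2000 cells/well / Dosing: single 5 µM compound dose, 0.2% final DMSO / Buffer or medium: DMEM / Schedule: 4 h cell settling then 2 h compound exposure, 37 °C / Detection: luminescence with SteadyLite reagent, 15 min at room temperature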
Rad51 HR inh – human RAD51 strand exchange inhibitors, primary screen, biochemical, fluorescence. DNA repair protein RAD51 homolog 1 (Homo sapiens), Q06609. hRad51 DNA strand exchange, fluorescence dequenching. inhibition, % at 10 µM. 0.085% of 200,000 active. AID 1385, 2008;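 active means inhibition above 40% at the single screening dose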;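 further: 0% = DMSO control wells and 100% = blanks with heterologous ssDNA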
Target sequence (Q06609 whole entry, looked up): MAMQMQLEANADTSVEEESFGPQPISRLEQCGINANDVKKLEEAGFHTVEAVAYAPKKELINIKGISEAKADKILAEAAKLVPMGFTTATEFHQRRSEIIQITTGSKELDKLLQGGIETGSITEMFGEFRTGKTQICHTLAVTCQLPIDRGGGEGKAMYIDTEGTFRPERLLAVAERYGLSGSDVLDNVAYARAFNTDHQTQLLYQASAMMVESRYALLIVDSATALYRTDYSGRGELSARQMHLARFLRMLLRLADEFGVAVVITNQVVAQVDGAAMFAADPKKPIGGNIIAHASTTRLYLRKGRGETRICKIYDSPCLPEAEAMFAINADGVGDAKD
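material = hRad51 filaments on single-stranded DNA | timing = filaments 15 min 37 °C, then compound 30 min | signal = FRET fluorescence dequenching, excitation 485 nm, emission 520 nm | benchmarks = control wells and blank wells on each plate | evaluation = percent inhibition relative to plate controls and blanks | compound = 10 µM final, single point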
FXIIa inh 1536 – human FXIIa protease inhibitors, primary screen, biochemical, 1536-well; Coagulation factor XII (Homo sapiens), P00748; purified FXIIa, Boc-QGR-AMC fluorogenic substrate, 2 h; inhibition, % at 5 µM; 0.3% of 220,000 active; in the data active means inhibition above about 40%;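 further: 0% = enzyme with no compound and 100% = blank without enzyme; many of its hits are not listed in these tables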
Starred values were filed as active, the others as inactive; / = not tested or not shown; [ ] = dose if it differs, or a comment. Random draw from the library. About 3.5% of those tested had a hit in this group.

Wee1 stabilizer,p97 ATPase inh,14-3-3 Bad PPI,FXIa inh,SMILES,eIF4E 4G PPI,FXIIa inh 1536,KLK5 inh,Rad51 HR inh,MDM2 E3 inh
/,/,-4,-2,C#Cc1ccc([C@@H]2C=C(C(=O)NC3CC3)O[C@H](OCCCCO)C2)cc1,97*,3,-1,0,4
-2,-2,0,7,CCC(Oc1nc2ccccc2nc1-c1ccccc1NC(C)=O)C(=O)c1ccccc1 (configuration not stated),-4,6,4,8,0
-2,1,-6[fluorescence artefact?],5,Cc1cccc(OCCNc2ccc(C(F)(F)F)cc2[N+](=O)[O-])c1,19,5,4,3,3
-2,-3,-11,-6,COC(=O)/C=C1\NCCSC1=O,-7,2,9,-4,-8
-2,7,-7,5,Cc1cccc(NCc2cc(Cl)ccc2O)n1,0[fluorescence artefact?],9,2,8,-8
-1,4,6,9,CC(CNC(=O)COc1ccccc1)OC(=O)Nc1ccc(Cl)c(Cl)c1 (configuration not stated),1,10,1,-4,-5
-2,0,-3,-4,COCCN1C(=O)N[C@@H](c2cccs2)C(C(=O)OC)=C1C,-7,7,-9,-4,/
4,1,-7,0,CCOC(=O)c1nnc(-c2ccccc2)nc1Oc1ccc(Cl)cc1,-14,16,-15,2,-20
-2,4,-3,8,COc1cc(/C=C(/C#N)c2nc3ccccc3[nH]2)ccc1Oc1ncccc1[N+](=O)[O-],-8,21,22,-24,-20
/,/,0,-7,O=C(NCc1nc2ccccc2[nH]1)C1=C[C@@H](c2ccc3c(c2)OCO3)C[C@@H](OCc2ccc(CO)cc2)O1,-5,4,-6,-5,6
-1,0,-2,-5,CCOC(=O)c1ccc(N2CCOCC2)c(NC(=O)COCC(=O)O)c1,1,5,-3,10,-7
-1,6,-12[fluorescence artefact?],-11,CCOc1ncccc1C(=O)OCC(=O)c1c(N)n(C)c(=O)n(C)c1=O,-10,9,-25,-1,-11
4,5,-7,4,Cc1cc(C(=O)CSc2nc(N)cc(N)n2)c(C)n1CCc1ccc(F)cc1,-10,9,-6,1,-10
5,-1,-2,-5,CCOC(=O)c1ccc(NC(=S)N2CCSC2c2ccc(Cl)cc2)cc1 (configuration not stated),-1[fluorescence artefact?],10,-5,-3,-13
2,3,-11,-3,CC1Oc2ccccc2N(CC(=O)NCc2cccs2)C1=O (configuration not stated),3,9,-23,-8,-10
-3,5,-6,-1,Cc1ccc(C)c(N2C(=O)c3cc(N4CCOCC4)c([N+](=O)[O-])cc3C2=O)c1,3,-6,-16,10,12
3,-1,2,-4,Cc1cccc(NC(=S)N2CCOCC2)c1C,2,-4,-7,-1,-6
3,-1,10,23,COc1cccc(/C=C/C(=O)OCC(=O)NCC2CCCO2)c1OC (configuration not stated),-5,28,-2,5,-12
1,0,6[fluorescence artefact?],-13,CN1c2cccc3cccc(c23)N(C)C1c1cccs1,5[fluorescence artefact?],6,8,-13,-1
-2,1,11,1,COc1ccc(N2C(=O)c3ccccc3NC23CCCCC3)cc1,1,9,4,/,-24

An excerpt of these results, with values under each structure.
Value order – Wee1 stabilizer, p97 ATPase inh, 14-3-3 Bad PPI, FXIa inh, eIF4E 4G PPI, FXIIa inh 1536, KLK5 inh, Rad51 HR inh, MDM2 E3 inh
> COc1cc(/C=C(/C#N)c2nc3ccccc3[nH]2)ccc1Oc1ncccc1[N+](=O)[O-]
→ -2, 4, -3, 8, -8, 21, 22, -24, -20
> O=C(NCc1nc2ccccc2[nH]1)C1=C[C@@H](c2ccc3c(c2)OCO3)C[C@@H](OCc2ccc(CO)cc2)O1
→ /, /, 0, -7, -5, 4, -6, -5, 6
> CCOC(=O)c1ccc(N2CCOCC2)c(NC(=O)COCC(=O)O)c1
→ -1, 0, -2, -5, 1, 5, -3, 10, -7
> CCOc1ncccc1C(=O)OCC(=O)c1c(N)n(C)c(=O)n(C)c1=O
→ -1, 6, -12[fluorescence artefact?], -11, -10, 9, -25, -1, -11
> Cc1cc(C(=O)CSc2nc(N)cc(N)n2)c(C)n1CCc1ccc(F)cc1
→ 4, 5, -7, 4, -10, 9, -6, 1, -10
> CCOC(=O)c1ccc(NC(=S)N2CCSC2c2ccc(Cl)cc2)cc1 (configuration not stated)
→ 5, -1, -2, -5, -1[fluorescence artefact?], 10, -5, -3, -13
> CC1Oc2ccccc2N(CC(=O)NCc2cccs2)C1=O (configuration not stated)
→ 2, 3, -11, -3, 3, 9, -23, -8, -10
> Cc1ccc(C)c(N2C(=O)c3cc(N4CCOCC4)c([N+](=O)[O-])cc3C2=O)c1
→ -3, 5, -6, -1, 3, -6, -16, 10, 12
> Cc1cccc(NC(=S)N2CCOCC2)c1C
→ 3, -1, 2, -4, 2, -4, -7, -1, -6
> COc1cccc(/C=C/C(=O)OCC(=O)NCC2CCCO2)c1OC (configuration not stated)
→ 3, -1, 10, 23, -5, 28, -2, 5, -12
> CN1c2cccc3cccc(c23)N(C)C1c1cccs1
→ 1, 0, 6[fluorescence artefact?], -13, 5[fluorescence artefact?], 6, 8, -13, -1
> COc1ccc(N2C(=O)c3ccccc3NC23CCCCC3)cc1
→ -2, 1, 11, 1, 1, 9, 4, /, -24

(next part)
Wee1 stabilizer,p97 ATPase inh,14-3-3 Bad PPI,FXIa inh,SMILES,eIF4E 4G PPI,FXIIa inh 1536,KLK5 inh,Rad51 HR inh,MDM2 E3 inh
-1,-8,0[fluorescence artefact?],18,Cc1ccc(S(=O)(=O)Nc2ccccc2-c2ccccc2)cc1,-1[fluorescence artefact?],20,21,-3,-28
-2,1,3,8,N#Cc1c(N)nc2c(c1-c1ccncc1)CCCCC2,-2,18,-4,2,-1
2,8,-7,7,COc1cccc(C2=CC(c3ccc(OC)c(OC)c3)NC(=S)N2)c1 (configuration not stated),3,1,1,-7,-19
3,2,-3,2,CC1CCCC(C)N1C(=O)COC(=O)c1ccc2c(c1)OCO2 (configuration not stated),-1,-2,-4,-2,-17
1,3,-2,-7,O=C(NC(Nc1nc2ccc([N+](=O)[O-])cc2s1)(C(F)(F)F)C(F)(F)F)c1cccnc1,3,-5,-6,-12,-3
5,-5,-3,0,CN(C)C(=O)c1nc2ccc(Cl)cn2c1CNCc1ccccc1OC(F)(F)F,2,5,-4,/,-2
-1,-3,-10,10,Cc1sc2c(c1C)c(=O)n(-c1ccccc1)c(=O)n2CC(=O)NCC1CCCO1 (configuration not stated),-6,3,-18,-4,-20
0,0,-20[fluorescence artefact?],-2,Cn1ccnc1SCc1cn2cc(Br)ccc2n1,-1,-2,-25,22,-43
-1,2,-6,4,CCc1cc2c(=O)c(-c3cscn3)coc2cc1O,8,15,-8,/,-11
0,-2,14,10,CCOC(=O)c1ccc(NC(=O)c2cccc(C)c2[N+](=O)[O-])cc1,8,23,20,-93,-23
0,7,-3,-3,Cc1cccc(N2CCN(Cc3cnc(Cl)s3)CC2C)c1 (configuration not stated),-3,4,-9,4,-19
/,/,-5,-1,COc1ccc(-c2cc([C@H]3[C@@H]4C=CCC[C@@]4(C)C(=O)N3Cc3ccccc3)ccc2F)cc1OC,-2,3,1,0,0
-1,-6,-1,-5,CCC(=O)Nc1c(S(=O)(=O)c2ccc(C)cc2)c2nc3ccccc3nc2n1C(C)c1ccccc1 (configuration not stated),1,-5,14,-1,-22
2,7,-4,-3,COCCCNC(=O)CSc1ccsc1[N+](=O)[O-],0,5,-8,-7,-13
0,-6,17,2,C=CCn1c(SCc2nc3sc(C(=O)O)c(C)c3c(=O)[nH]2)nnc1-c1ccc(C(C)(C)C)cc1,-3,11,-6,-1,-4
0,1,-2,-3,COc1cccc(-c2nn(-c3ccccc3)cc2/C=C\C(=O)c2cccs2)c1,-8,4,-1,-8,-18
-1,5,-3[fluorescence artefact?],-2,O=C(NNc1ccccc1[N+](=O)[O-])Nc1ccc(Cl)c(Cl)c1,-3,5,-19,1,2
1,5,-10,11,COC(=O)CNC(=O)c1ccccc1F,1,0,-3,/,-10
-1,5,1,5,COc1ccc(C(=O)NCC2CCCO2)cc1OC (configuration not stated),1,13,6,19,4
1,2,0,-5,Cc1ccc(C(=O)OCC(=O)NC2CCCCC2)s1,1,3,-2,3,-4

New compounds follow:
Wee1 stabilizer,p97 ATPase inh,14-3-3 Bad PPI,FXIa inh,SMILES,eIF4E 4G PPI,FXIIa inh 1536,KLK5 inh,Rad51 HR inh,MDM2 E3 inh
0,-2,-17,-3,Cc1cccc(N2CCN(c3cccc(C)c3)C2c2cccnc2)c1,-8,10,9,4,-13
0,-1,1,3,Cc1[nH]c2ccccc2c1Cc1n[nH]c(=S)o1,1,13,-13,1,-5
0,-11,7,-2,O=C(Cn1nnc(-c2ccc(N3CCOCC3)cc2)n1)OC1CCCCC1,2,15,-1,11,-5
-3,6,3,-2,CC(C)(CC(=O)O)CC(=O)Nc1ccccc1Oc1ccccc1,-3,7,-3,7,-15
-1,0,4,-5,O=C(CSc1nc2ccc(Nc3nc(N4CCOCC4)nc(N4CCOCC4)n3)cc2s1)NCc1ccco1,3,7,-9,7,-13
3,5,-5[fluorescence artefact?],13,CC(C)CCNC(=O)c1ccc2c(SCC(=O)O)c3c(nc2c1)CCCC3,6,14,-4,/,-2
8.9*,-1,-7,-2,O=C(COC(=O)Cc1n[nH]c(=O)c2ccccc12)Nc1ccc(Cl)cc1F,3,3,2,-4,-5
-1,-8,10[fluorescence artefact?],-4,COc1ccc(S(=O)(=O)NCc2ccc(C(=O)N(C)Cc3ccco3)cc2)cc1,1[fluorescence artefact?],-4,-14,5,-5
8,5,-13,-5,CSc1cccc(NC(=S)N(CCCN2CCCC2)Cc2cccs2)c1,2,4,-5,-36,0
-2,-2,-7[fluorescence artefact?],5,COc1cc(/C=C(\NC(C)=O)C(=O)Nc2ccc(NC(C)=O)cc2)ccc1OC(C)=O,-3,2,-20,-4,-10
4,4,-1,-1,N#C/C(C(=O)Oc1ccccc1)=C1\C=Cc2ccccc2N1,-15,12,6,6,2
2,-1,6,3,NNS(=O)(=O)c1ccc(Cc2ncc(C(F)(F)F)cc2Cl)s1,-1,4,-23,-9,-10
-2,-4,6[fluorescence artefact?],-3,COc1ccc(Oc2c(Cl)cnn(-c3ccccc3)c2=O)cc1,-6[fluorescence artefact?],8,3,/,-13
-1,-1,-6,-7,CCSC1=NN2CCS(=O)(=O)N=C2S1,-9,-6,-26,-2,-18
